Dynein cargo inh: dynein cargo transport inhibition; 3617.4 mouse cells, GR-EGFP nuclear translocation imaging; test concentration mostly 20 µM; stimulated with dexamethasone, 1 µM; active compounds read low; z-score, hits read low; 220,000 tested, 0.47% active;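 active = plate z-score of nuclear minus cytoplasmic receptor signal below a set negative limit, without overly bright fluorescence or cell loss, cut at about -3.5 in these data, passing the limit was not always enough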;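 also: z-score of nuclear minus cytoplasmic ring GR-EGFP intensity difference per well; some compounds called inactive have numbers as strong as hits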
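medium = tetracycline-free induction medium containing charcoal-stripped FBS | probe or stimulus = dexamethasone, 1.0 µM final | timing = 48 h induction, then 1 h compound, then 30 min agonist, 37 °C | detection = automated 10x imaging of fixed Hoechst-stained cells | read-out basis = nuclear versus cytoplasmic GR-EGFP signal, averaged per well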
Insulin prom up: MIN6 insulin promoter up-regulation; MIN6 insulin promoter-GFP reporter, high-content imaging; active compounds read high; 190,000 tested, 0.3% active; z-score at 5 µM; AID 1625;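 active = z-score above 3 at 5 µM with at least 500 cells counted in the well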
Lipid droplet: hepatic lipid droplet formation modulation | 240,000 tested, 0.4% active | AML12 mouse hepatocytes, oleate lipid droplets, BODIPY imaging | AID 1656 | inhibition, % at 6.5 µM;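 active = lipid droplet intensity inhibited by at least 50%, with more than 500 cells counted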
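Material – AML12 mouse liver cells · Also added – oleate loading, 100 µM · Compound dosing – 6.5 µM single-point dosing · Times – overnight treatment with compound plus oleate · Measured by – fluorescence imaging, 20x objective, two fields per well · Read-out – percent inhibition of filter-corrected integrated lipid droplet intensity per well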
T cell modulator: T cell immune modulators affecting CD8 T cell-vesicle binding | calls only at 7 µM | 2C CD8+ T cell-vesicle binding, flow cytometry; active compounds read low | 330,000 tested, 0.068% active | AID 2052;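 active = response, share of CD8 T cells binding vesicles, and their 90th percentile fluorescence all below set limits, cut at about 80% in these data, passing the limit was not always enough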
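Assay system – 2C mouse CD8+ T cells · Also added – QL9-loaded Drosophila micro-vesicles · Timing – Cell–vesicle co-incubation 1.5 h at 37 °C, staining 20 min on ice · Signal – flow cytometry of vesicle-bound cells · Measure – percent CD8+ FL2 mean versus row control · Controls – Peptide-free naked vesicles (low) and QL9 vesicles with 0.7% DMSO vehicle (high)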
PMI inhibitors: inhibitors of human PMI, primary screen, biochemical, fluorescence intensity, coupled assay (AID 1209) | 190,000 tested, 0.42% active | purified PMI enzyme, coupled fluorescence intensity; higher % means a stronger effect | inhibition, % at 20 µM; hits with a dose series show IC50 in µM; in the data active = inhibition above about 50%;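 also: plate controls were DMSO vehicle for no effect and wells lacking substrate for full effect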
TNAP activation fold: human TNAP enzyme activators, primary screen, biochemical, luminescent, no phosphate acceptor, uHTS (AID 1001) | purified TNAP, luminescent activation assay, no phosphate acceptor; higher activation fold means a stronger effect | activation fold at 20 µM; hits with a dose series show EC50 in µM | 200,000 tested, 0.03% active; in the data active = activation fold from about 3, or a potency from the dose series; inactive = the rest, 99 in 100 with activation fold below about 1.6; also: many of its hits are not listed in these tables
Myeloid diff MLP: compounds promoting myeloid differentiation; ER-HoxA9 myeloid progenitors, lysozyme-GFP differentiation, flow cytometry; calls only at 10 µM; 360,000 tested, 1% active;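 active = normalized GFP-positive differentiation at or above the plate's own cutoff, the solvent-only control mean plus 3 SD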;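 also: cells exposed to compound for four days before flow analysis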
MT stabilize HCS: microtubule stabilization, imaging screen; HeLa tubulin immunostaining HCS, 24 h; share of cells brighter than vehicle mean+2SD; % tubulin-high responders, % at 10 µM; 200,000 tested, 0.83% active;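 active = plate Z-score above 3 for both tubulin-high and condensed-nucleus cell shares, with cell loss under 80%, at 10 µM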;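 also: anti alpha tubulin signal scored within the nucleus-defined area of each cell; some results filed as inactive read as strong as hits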
b-catenin transl: beta-catenin nuclear translocation modulation; HeLa beta-catenin nuclear translocation, immunofluorescence imaging; nuclear translocation activity, % at 5 µM; 190,000 tested, 0.3% active; AID 1665;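 active = nuclear translocation activity above 50% at 5 µM, with a well cell count of 50 or more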;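 also: per-cell ratio of nuclear to cytoplasmic median beta-catenin stain intensity; plate controls were DMSO negative control for no effect and GSK-3 inhibitor IX positive control for full effect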
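Test system: HeLa cells, endogenous beta-catenin; Compound: single 5 µM dose plus 0.02–20 µM confirmation series; Times: compound exposure 24 h at 37°C; Signal: fluorescence imaging of beta-catenin antibody stain plus DAPI; Read-out: % activation, nuclear-to-cytoplasmic median beta-catenin signal ratio per cell.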
Dynein cargo inh cytoplasmic EGFP: recorded beside Dynein cargo inh, whose call it bears; z-score; measured here: cytoplasmic GR-EGFP intensity; active compounds read high
Dynein cargo inh nuclear GR-EGFP: further read-out of Dynein cargo inh, marked with its call; z-score; measured here: nuclear GR-EGFP intensity;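 lower value marks the stronger effect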
Dynein cargo inh cell count: also measured in Dynein cargo inh; calls as there; z-score; measured here: cell count per field
Insulin prom up cell count: also measured in Insulin prom up; calls as there; cell count; measured here: cytotoxicity, nuclei count;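 total cells summed across four imaged fields per well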
Lipid droplet cells 6.5 µM: recorded beside Lipid droplet, whose call it bears; cell count; measured here: cell count, cytotoxicity flag;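 cells counted across two imaged fields per well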
b-catenin transl cell count 5 µM: second read-out of b-catenin transl, no call of its own (marks repeat the call); cell count; measured here: cell count, cytotoxicity flag
T cell modulator vesicle-bound %: further read-out of T cell modulator, marked with its call; double positive events, %; measured here: CD8+ vesicle-bound cell fraction;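 binding gate set so that unloaded-vesicle control wells show 10% double positive cells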
MT stabilize HCS Hoechst-high %: further read-out of MT stabilize HCS, marked with its call; % Hoechst-high responders; measured here: nuclear condensation Hoechst responders;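 share of cells brighter than vehicle mean plus two SD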
MT stabilize HCS cytotoxicity %: second read-out of MT stabilize HCS, no call of its own (marks repeat the call); toxicity, %; measured here: cytotoxicity by cell density;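 0% = mean cell density of plate MIN control wells and 100% = no cells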
Myeloid diff MLP GFP+ MAC1+ %: second read-out of Myeloid diff MLP, no call of its own (marks repeat the call); GFP+ MAC1+ double positive, %; measured here: differentiation confirmed by MAC1 staining
Numbers without * were called inactive; i = inactive; / = no result given. Not a hit list. Share with any hit: about 3%.

SMILES	Dynein cargo inh	Dynein cargo inh cytoplasmic EGFP	Dynein cargo inh nuclear GR-EGFP	Dynein cargo inh cell count	Insulin prom up	Insulin prom up cell count	Lipid droplet	Lipid droplet cells 6.5 µM	T cell modulator	T cell modulator vesicle-bound %	PMI inhibitors	TNAP activation fold	Myeloid diff MLP	Myeloid diff MLP GFP+ MAC1+ %	MT stabilize HCS	MT stabilize HCS Hoechst-high %	MT stabilize HCS cytotoxicity %	b-catenin transl	b-catenin transl cell count 5 µM
Cc1ccc(N=Cc2c(O)n(-c3cc(Cl)ccc3N3CCOCC3)c(=O)c3ccccc23)cc1C	-0.95	-0.12	-0.26	0.32	-0.28	990	-9	759	i	48	13%	1	i	0.8	2.1	1.2	4.6	0.4	1223
CC(C)Cn1cc(C(=O)NCCCOC(C)C)c2c3ccccc3n(C)c2c1=O	-0.35	0.31	-0.2	0.38	/	/	5	776	i	53	13%	1.1	i	0.7	1.8	1.1	8.7	-14	1231
COc1ccc(OC2C(=O)N(Cc3ccc(F)cc3)C2c2ccc(OC)c(OC)c2)cc1 (stereo not drawn)	0.43	-0.23	0.78	0.31	0.05	1228	/	/	i	30	15%	1	i	3.4	3.0	1.8	4.5	-0.4	1355
N/C(=N\OC(=O)c1ccco1)c1ccc(Cl)cc1	1.1	-0.27	0.84	0.048	0.02	1637	8	689	i	55	3%	1	i	0.5	3.0	1.8	3.2	0.2	1003
CCOC(=O)N1CCC(N(CCN(C)C)C(=S)Nc2cc(Cl)ccc2C)CC1	-0.97	-0.2	-0.46	0.77	0.93	1619	-8	633	i	43	-6%	1.1	i	0.2	2.4	3.2	3.8	3.1	909
COc1ccc(CC(=O)Nc2ccc(-c3nnc(-c4ccccc4)o3)cc2)cc1OC	-0.46	-0.22	-0.015	-0.49	0.3	1194	45	699	i	45	21%	1.1	i	4.7	1.0	2.9	8.7	/	/
O=S(=O)(Nc1ccc2c(c1)oc1ccccc12)N1CCCC1	0.045	-0.21	-0.0011	0.11	-0.3	1654	/	/	i	33	7%	1.1	i	0.7	1.5	2.5	0.8	-0.4	1387
C/C(N)=C(/C#N)C(=O)COC(=O)c1cc(-c2ccc(C)cc2)nc2ccccc12	-0.49	-0.33	-0.6	1.3	-0.3	1321	21	724	i	44	27%	1.1	i	1.0	2.7	4.5	7.0	-1.8	1018
COC(=O)Cn1ncn2cccc2c1=O	0.53	-0.23	0.35	0.2	-0.23	1151	/	/	i	30	3%	1.1	i	1.1	2.4	1.2	12	-2.0	850
COc1ccc(CN2C(=O)c3ccccc3C(/C=N\OCc3ccc(F)cc3)C2=O)cc1 (stereo not drawn)	0.25	-0.22	-0.028	0.16	/	/	/	/	i	35	-23%	1.1	i	0.4	4.6	1.3	4.9	/	/
O=C(Nc1ccc(Cl)cn1)c1ccc(-c2ccc(Cl)c(Cl)c2)o1	0.52	-0.023	0.51	-0.42	/	/	/	/	i	40	/	/	i	0.8	2.0	1.5	7.0	/	/
O=C(CSc1ccc(-c2cccnc2)nn1)N1CCCCCC1	0.47	-0.19	0.17	0.022	-1	1159	16	725	i	26	2%	1.1	i	0.2	3.1	2.4	3.3	0.7	1119
O=C(Nc1nc2cc3c(cc2s1)OCO3)C1CC1	-0.23	-0.22	0.38	0.38	-0.14	1084	6	730	i	20	/	/	i	0.7	/	/	/	-0.3	1398
CSc1nsc(/C=C/Nc2ccc(C)c(C)c2)c1C#N	-1.3	1	-0.45	0.67	0.33	1131	2	681	i	46	-20%	1	i	0.1	3.6	1.4	4.2	-0.2	1117
CCOC(=O)c1[nH]cnc1C(=O)NC1CCCCC1	-0.76	-0.23	-0.094	0.77	0.34	963	-2	784	i	39	4%	1	i	0.4	2.0	1.5	10	1.1	938

By substructure: those above with a Cl atom.
SMILES	Dynein cargo inh	Dynein cargo inh cytoplasmic EGFP	Dynein cargo inh nuclear GR-EGFP	Dynein cargo inh cell count	Insulin prom up	Insulin prom up cell count	Lipid droplet	Lipid droplet cells 6.5 µM	T cell modulator	T cell modulator vesicle-bound %	PMI inhibitors	TNAP activation fold	Myeloid diff MLP	Myeloid diff MLP GFP+ MAC1+ %	MT stabilize HCS	MT stabilize HCS Hoechst-high %	MT stabilize HCS cytotoxicity %	b-catenin transl	b-catenin transl cell count 5 µM
Cc1ccc(N=Cc2c(O)n(-c3cc(Cl)ccc3N3CCOCC3)c(=O)c3ccccc23)cc1C	-0.95	-0.12	-0.26	0.32	-0.28	990	-9	759	i	48	13%	1	i	0.8	2.1	1.2	4.6	0.4	1223
N/C(=N\OC(=O)c1ccco1)c1ccc(Cl)cc1	1.1	-0.27	0.84	0.048	0.02	1637	8	689	i	55	3%	1	i	0.5	3.0	1.8	3.2	0.2	1003
CCOC(=O)N1CCC(N(CCN(C)C)C(=S)Nc2cc(Cl)ccc2C)CC1	-0.97	-0.2	-0.46	0.77	0.93	1619	-8	633	i	43	-6%	1.1	i	0.2	2.4	3.2	3.8	3.1	909
O=C(Nc1ccc(Cl)cn1)c1ccc(-c2ccc(Cl)c(Cl)c2)o1	0.52	-0.023	0.51	-0.42	/	/	/	/	i	40	/	/	i	0.8	2.0	1.5	7.0	/	/

(continued)
SMILES	Dynein cargo inh	Dynein cargo inh cytoplasmic EGFP	Dynein cargo inh nuclear GR-EGFP	Dynein cargo inh cell count	Insulin prom up	Insulin prom up cell count	Lipid droplet	Lipid droplet cells 6.5 µM	T cell modulator	T cell modulator vesicle-bound %	PMI inhibitors	TNAP activation fold	Myeloid diff MLP	Myeloid diff MLP GFP+ MAC1+ %	MT stabilize HCS	MT stabilize HCS Hoechst-high %	MT stabilize HCS cytotoxicity %	b-catenin transl	b-catenin transl cell count 5 µM
CC1=C(C(=O)Nc2cc(C)ccn2)C(c2cnn(C)c2)C2=C(CC(c3ccccc3)CC2=O)N1 (stereo not drawn)	0.77	-0.28	1.2	-0.78	0.11	1262	-7	625	i	30	2%	1.1	i	0.3	2.6	1.4	8.2	2.7	561
COc1cc(/C=N/NC(=O)CN2CCCCC2)ccc1OCc1ccc(Br)cc1	0.4	0.029	0.38	0.97	-0.5	1342	-2	673	i	29	8%	1.2	i	0.2	3.2	1.0	14	0.6	830
CCCn1c(NC(=O)c2ccc(F)cc2)nc2ccccc21	-0.38	-0.26	0.04	0.67	-1.4	1294	25	675	i	34	-16%	1.1	i	0.0	7.7	2.9	1.3	-0.4	1143
O=C(CP(=O)(c1ccccc1)c1ccccc1)Nc1cccc(CP(=O)(c2ccccc2)c2ccccc2)c1	0.44	-0.24	0.13	0.35	-0.78	1022	-18	772	i	30	/	/	i	1.0	/	/	/	1.2	1270
Cn1c(=O)c2c(nc(NNC(=O)C(F)(F)F)n2C)n(C)c1=O	-0.68	-0.23	-0.15	0.5	0.87	1510	3	691	i	17	-27%	1.1	i	0.3	1.6	2.2	4.8	3.5	903
C#CCOCCOCCOCCNc1nc(N2CCN(C(=O)Cn3cc(CCCCN)nn3)CC2)nc(N2CCN(C(=O)Cn3cc(CC(C)O)nn3)CC2)n1 (stereo not drawn)	0.32	-0.32	0.54	0.38	1.5	1323	14	762	i	16	-5%	1.1	i	0.2	2.4	3.3	7.0	/	/
CCCOc1ccc(-c2nn(-c3ccccc3)cc2/C=C2\SC(N)=NC2=O)cc1	-0.065	-0.14	-0.33	0.72	0.07	1291	-13	579	i	56	-8%	1.1	i	0.3	3.3	4.3	5.0	2.6	900
CSCC[C@H](NC(=O)c1ccc(Cl)c([N+](=O)[O-])c1)c1nc2ccccc2[nH]1	-0.91	-0.2	-0.35	0.48	0.01	1517	-8	509	i	25	9%	0.9	i	0.2	3.0	1.7	4.5	1.4	1022
CC(=O)N1CCC(=NNc2ccnc3cc(Cl)ccc23)CC1	2.8	-0.11	1.3	-1.3	0.3	1110	8	689	i	47	-74%	1	i	0.8	2.9	2.7	10	4.1	943
N#C/C(=C\c1ccc(C#N)cc1)C(=O)N1CCCC1	-0.92	-0.14	-0.36	0.3	-0.51	1235	26	720	i	12	-3%	1.1	i	0.3	3.5	3.1	11	-0.7	1070
NC(=O)NC(c1ccccc1)c1cccc2ccccc12 (stereo not drawn)	0.13	-0.046	0.3	0.43	0.23	875	-35	748	i	8	10%	1.1	i	5.7	1.7	2.1	6.4	/	/
COc1cc2c(cc1OC)C(C1(O)CCCCC1)NCC2 (stereo not drawn)	1.3	-0.19	0.97	-1	-0.43	1484	-1	624	i	28	/	/	i	0.4	/	/	/	-0.6	1102
